# EPAC2 antag: EPAC2 (human) antagonism | EPAC2 GEF exchange of Rap1B-BODIPY-GDP, fluorescence | 360,000 tested, 0.18% active | Potency, µM (titrated, usually from 114 µM), without a hit: top-dose activity, negative = inhibition, hits mostly inhibitors | Q8WZA2; further: on the % scale 0 is the no-effect control and ±100 the full control effect; nearly all actives have a fitted effect of over 45% in size; many of its hits are not listed in these tables
# Target sequence (Q8WZA2 whole entry, looked up): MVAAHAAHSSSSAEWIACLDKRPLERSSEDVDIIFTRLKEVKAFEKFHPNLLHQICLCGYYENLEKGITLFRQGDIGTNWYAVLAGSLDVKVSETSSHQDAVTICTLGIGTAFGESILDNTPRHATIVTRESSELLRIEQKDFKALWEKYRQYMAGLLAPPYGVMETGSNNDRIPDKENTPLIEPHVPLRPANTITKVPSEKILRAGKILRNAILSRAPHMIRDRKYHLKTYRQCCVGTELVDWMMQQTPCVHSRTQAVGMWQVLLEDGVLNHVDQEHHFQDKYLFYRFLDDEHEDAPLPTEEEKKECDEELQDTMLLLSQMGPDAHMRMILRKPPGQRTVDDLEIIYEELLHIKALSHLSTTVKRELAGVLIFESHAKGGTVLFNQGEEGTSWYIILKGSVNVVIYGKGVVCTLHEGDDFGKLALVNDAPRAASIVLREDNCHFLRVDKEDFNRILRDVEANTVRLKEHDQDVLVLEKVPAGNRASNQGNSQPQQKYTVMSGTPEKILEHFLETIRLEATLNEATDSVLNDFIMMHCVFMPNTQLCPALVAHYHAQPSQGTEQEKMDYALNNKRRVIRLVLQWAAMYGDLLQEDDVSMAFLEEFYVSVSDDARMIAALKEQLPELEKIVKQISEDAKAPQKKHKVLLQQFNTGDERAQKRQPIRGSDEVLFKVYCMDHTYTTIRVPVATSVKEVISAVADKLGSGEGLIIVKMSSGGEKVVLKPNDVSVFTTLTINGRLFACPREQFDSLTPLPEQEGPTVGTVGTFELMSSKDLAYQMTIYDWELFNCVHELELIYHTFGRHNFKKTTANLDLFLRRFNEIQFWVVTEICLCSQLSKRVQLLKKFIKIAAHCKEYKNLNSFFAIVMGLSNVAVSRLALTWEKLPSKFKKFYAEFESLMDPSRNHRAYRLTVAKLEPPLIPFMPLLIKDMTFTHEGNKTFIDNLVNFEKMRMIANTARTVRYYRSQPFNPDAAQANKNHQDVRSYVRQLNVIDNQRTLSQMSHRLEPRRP
# ATXN2 expr inh: reduces ATXN2 reporter expression in HEK-293 cells | HEK-293 ATXN2-luciferase reporter, luminescence, 24 h | Potency, µM (doses to about 57 µM), without a hit: at the top dose activity change, negative = inhibition, usual class: inhibitors | 360,000 tested, 0.72% active; further: on the % scale 0 is the no-effect control and ±100 the full control effect; nearly all actives have a fitted effect of over 55% in size
#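 ATXN2-luciferase reporter cells (luciferase flanked by upstream and downstream ATXN2 gene portions) were treated 24 h at 37 °C with compounds at up to 57 uM. SteadyGlo luminescence gave expression; GF-AFC fluorescence gave viability.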
# Nrf2 inh: inhibitors of Nrf2 signaling | Potency, µM (highest dose often 46 µM), for the others: top-dose activity change, negative = inhibition, hits mostly inhibitors | 360,000 tested, 2.1% active | AID 504444 | A549 ARE-Fluc reporter, luciferase luminescence, 18-24 h; further: on the % scale 0 is the no-effect control and ±100 the full control effect; nearly all actives have a fitted effect of over 60% in size
#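 Reporter: ARE-Fluc in A549. Exposure: 18-24 h, 37 °C, 5% CO2, 5% FBS OPTI-MEM. Readouts: fluorescent cytotoxicity (CellTiter-Fluor), then luminescent Nrf2 signal after BugLite.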
# HepG2 tox: HepG2 cytotoxicity, counter-screen for TGF-b inhibitors; HepG2 CAGA-GFP viability, ATP luminescence, 18 h; Potency, µM (doses to about 46.1 µM), without a hit: at the top dose activity change, negative = cytotoxicity, usual class: cytotoxic; 410,000 tested, 0.76% active; further: some results filed as inactive show a strong effect at the top dose
#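 CellTiter-Glo luminescence gave cytotoxicity after 18 hours at 37 degrees C. The cells were HepG2 CAGA-GFP in 1% FBS DMEM, stimulated with 500 pg/mL TGF-beta after compound addition. %Activity was normalised to no-cell wells (complete cell-killing) and DMSO (no toxicity), and curves were fitted and classified.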
# TGFb SMAD3 inh: TGF-b pathway inhibition; Potency, µM (doses to about 46.1 µM), for inactives: top-dose activity, negative = inhibition, hits mostly inhibitors; HepG2 CAGA-GFP TGF-b/SMAD3 reporter, GFP fluorescence, 18 h; TGF-beta stimulated, 500 pg/mL final; 410,000 tested, 1.2% active; further: on the % scale 0 is the no-effect control and ±100 the full control effect; nearly all actives have a fitted effect of over 65% in size
#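 Using HEPG2 CAGA-GFP reporter cells at 1000 cells/well, we pinned test compounds, stimulated with recombinant TGF-beta (500 pg/mL final) and measured total well GFP after 18 h.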
# Nrf2 ARE act: Nrf2 pathway activation; Potency, µM (top dose mostly 46.1 µM), for the others: top-dose activation, usual class: activators; 410,000 tested, 0.31% active; AREc32 ARE-luciferase reporter (MCF7-derived line), luminescence, 24 h; further: % of control where 0% means no effect; nearly all actives have a fitted effect of over 65% in size
#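 Cells of the AREc32 ARE-luciferase line are plated in OPTI-MEM containing 5% FBS and left overnight at 37 deg C. Compounds are pinned in, incubation continues 24 hr, and firefly luciferase signal is then measured.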
# ATXN viability: cell viability loss in ATXN counter-screen; Potency, µM (top dose mostly 56.7 µM), hits mostly cytotoxic; 400,000 tested, 0.49% active; S2 cells (HEK-293 line with an ATXN2-luciferase reporter) viability, CellTiter-Fluor protease fluorescence, 24 h; further: nearly all actives have a fitted effect of over 40% in size
# MCF10A rerep: induces DNA re-replication in MCF 10a normal breast cells. MCF 10A DNA re-replication, Hoechst nuclear intensity, 48 h. Potency, µM (top dose mostly 46.1 µM), inactives show at the top dose activity, positive = re-replication, actives largely listed as activators. 350,000 tested, 2.9% active. AID 624296; further: % of control where 0% means no effect; nearly all actives have a fitted effect of over 50% in size
# A549 viability: counter-screen for Nrf2 inhibitors: cytotoxicity in A549 cells | A549 ARE-Fluc cells, CellTiter-Fluor viability, 18-24 h | 390,000 tested, 0.16% active | Potency, µM (top dose mostly 46 µM), for inactives: top-dose activity change, negative = cytotoxicity, usual class: inhibitors; further: on the % scale 0 is the no-effect control and ±100 the full control effect
#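 Cytotoxicity counterscreen: CellTiter-Fluor fluorescence was measured in A549 ARE_Fluc cells after 18-24 h of compound exposure in a concentration series. The subsequent BugLite luminescent read reports ARE-luciferase activity.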
# * hit, by the source's call; i = inactive; ? = inconclusive; nt = no result given; & = joins results of further samples; [ ] = dose if it differs, or a comment. The call rests on the fitted dose curve; in most records, active means well fitted curve in the direction sought with a large enough effect; inconclusive means small, poorly fitted or top-dose-only effect, or another doubt; inactive means no such curve, though single readings can be large; an effect the other way counts as inactive or inconclusive. Potency means the concentration at half of the fitted maximal effect. This is a subset; the hit share may differ from the screen's.
structure	EPAC2 antag	ATXN2 expr inh	Nrf2 inh	HepG2 tox	TGFb SMAD3 inh	Nrf2 ARE act	ATXN viability	MCF10A rerep	A549 viability
COC(=O)/C(=C/c1cccc([N+](=O)[O-])c1)NC(=O)c1ccc(OC)cc1	8%	19%	4%	6%	-1%	2.9%	?	1%	-7%
CCOc1ccc(NC(=O)C2CCCN(S(=O)(=O)c3ccc(Br)s3)C2)cc1 (configuration not stated)	nt	5%	0%	-1%	-35%	-0.8%	i	nt	2%
CCc1ccc(OC)c(S(=O)(=O)Nc2ccc(Cc3ccncc3)cc2)c1	?	-32%	18µM*	-19%	?	6.9%	i	?	-23%
CC1CN(CC(O)COc2ccc(C(C)C)cc2)CC(C)O1 (configuration not stated)	2%	7%	-7%	4%	-1%	0.0%	i	19%	-5%
Cc1cnc(C(=O)OC(C)C(=O)Nc2ccc(Oc3ccccc3)cc2)cn1 (configuration not stated)	-10%	8%	8%	-15%	-3%	0.3%	i	-2%	0%
c1ccc2c3n(nc2c1)CCCCO3	-10%	8%	6%	-14%	-3%	0.2%	i	-1%	6%
CN(C)c1ccc(CNC(=O)C2Cc3c(-c4cccc(C(N)=O)c4)ccnc3O2)cc1 (configuration not stated)	?	8%	nt	1%	5%	6.1%	i	nt	nt
CCCCC12CN3CCN(CC(C3)/C1=N\NC(=O)c1ccccc1N)C2	-2%	-3%	29%	15%	2%	4.6%	i	?	3%
CCOc1ccc(-c2c[n+](=O)c3c(n2[O-])CCCC3)c(OCC)c1	-1%	1%	-5%	-7%	-14%	-0.7%	i	-3%	0%
Cc1ccc(CNC(=O)c2ccc(CSCc3ccccc3Cl)o2)cc1	nt	nt	nt	-22%	-12%	0.9%	nt	nt	3%
CC(=O)Nc1ccc(-n2c(C)ccc2-c2ccccc2)cc1	-22%	-4%	-3%	-11%	-4%	?	i	?	19%
C#CCN(Cc1ccccc1)S(=O)(=O)C=C	-14%	?	14%	3%&-48%	?	25%	?	26µM*	-8%
O=C(NN1C(=O)c2ccccc2NC1c1ccco1)c1ccc(Br)cc1 (configuration not stated)	0%	18%	4%	5%	14%	0.8%	i	0%	-4%
CCOCc1c(C(=O)OCC(=O)/C(C#N)=C(\C)N)oc2ccccc12	-12%	-3%	?	6%	-14%	-0.1%	i	-5%	1%
COc1ccc(Cl)cc1C1=CC(=O)C[C@H](c2ccc(F)cc2)C1	-16%	3%	?	-29%	?	9.0%	i	?	6%
O=[N+]([O-])c1cccc(CN2[C@@H](Cc3ccccc3)COCCS2(=O)=O)c1	-6%	-10%	-15%	-1%	-5%	4.2%	i	-4%	-1%
CN(C)CC(C)(C)CNC(=O)C1CCN(CCCc2ccccc2)CC1	-3%	-25%	2%	-15%	6%	-0.9%	i	?	?
Cc1ccc(N(Cc2ccc(C(=O)NCCSc3ccccn3)cc2)S(C)(=O)=O)cc1C	-6%	6%	2%	-24%	-18%	2.8%	i	3%	4%
O=C1NC[C@H](CCCCN2CCN(CCc3ccccc3)C(=O)C2=O)N(CC2CCCCC2)C1=O	-6%	-1%	nt	nt	nt	-0.5%	i	nt	nt
C=CCNC(=O)c1ccccc1NC(=O)COc1ccc(OC)cc1	5%	7%	-24%	-11%	2%	-0.1%	i	1%	-2%

# Sorted by count of non-hydrogen atoms (high to low): part of the list above.
structure	EPAC2 antag	ATXN2 expr inh	Nrf2 inh	HepG2 tox	TGFb SMAD3 inh	Nrf2 ARE act	ATXN viability	MCF10A rerep	A549 viability
O=C1NC[C@H](CCCCN2CCN(CCc3ccccc3)C(=O)C2=O)N(CC2CCCCC2)C1=O	-6%	-1%	nt	nt	nt	-0.5%	i	nt	nt
Cc1ccc(N(Cc2ccc(C(=O)NCCSc3ccccn3)cc2)S(C)(=O)=O)cc1C	-6%	6%	2%	-24%	-18%	2.8%	i	3%	4%
CN(C)c1ccc(CNC(=O)C2Cc3c(-c4cccc(C(N)=O)c4)ccnc3O2)cc1 (configuration not stated)	?	8%	nt	1%	5%	6.1%	i	nt	nt
O=[N+]([O-])c1cccc(CN2[C@@H](Cc3ccccc3)COCCS2(=O)=O)c1	-6%	-10%	-15%	-1%	-5%	4.2%	i	-4%	-1%
C=CCNC(=O)c1ccccc1NC(=O)COc1ccc(OC)cc1	5%	7%	-24%	-11%	2%	-0.1%	i	1%	-2%
CCOc1ccc(-c2c[n+](=O)c3c(n2[O-])CCCC3)c(OCC)c1	-1%	1%	-5%	-7%	-14%	-0.7%	i	-3%	0%
COc1ccc(Cl)cc1C1=CC(=O)C[C@H](c2ccc(F)cc2)C1	-16%	3%	?	-29%	?	9.0%	i	?	6%
CC(=O)Nc1ccc(-n2c(C)ccc2-c2ccccc2)cc1	-22%	-4%	-3%	-11%	-4%	?	i	?	19%
C#CCN(Cc1ccccc1)S(=O)(=O)C=C	-14%	?	14%	3%&-48%	?	25%	?	26µM*	-8%

# (more compounds)
structure	EPAC2 antag	ATXN2 expr inh	Nrf2 inh	HepG2 tox	TGFb SMAD3 inh	Nrf2 ARE act	ATXN viability	MCF10A rerep	A549 viability
CN(C(=O)CSc1nc2ccccc2c(=O)n1C)C1CCS(=O)(=O)C1 (configuration not stated)	-1%	-10%	-29%	14%	-2%	-0.4%	i	-33%	-3%
COC(=O)c1ccc(-n2nnnc2SCC(=O)N2CCCCC2)cc1	3%[57.1 µM]	-3%	?	-2%	12%	-0.7%	i	6%	?
CCC(=O)N1CCC2(CC1)Oc1ccc(F)cc1C(=O)C21CC(c2ccc(Cl)cc2)=NO1 (configuration not stated)	-22%	-15%	10%	-19%	-1%	0.3%	?	29%	-4%
CN1CCN(c2ccc(Cl)cc2NC(=O)c2ccc(S(=O)(=O)N(C)C)cc2)CC1	-2%	-23%	9%	-13%	-9%	0.0%	i	19%	12%
OCCNCc1cc(Br)ccc1OCc1ccc(F)cc1	-2%	-31%	-2%	-10%	2%	0.2%	i	0%	2%
CC(=O)C1=C(C)N(Cc2ccccc2)C(=O)N[C@@H]1c1cccc(C(F)(F)F)c1	?	-7%	-15%	-14%	-22%	5.1%	i	?	-3%
CN(C)C(=O)CCc1ccc2c3c([nH]c2c1)[C@]1(C)[C@@H](C(=O)N2CCCCC2)C[C@H](CC(=O)NCCC2=CCCCC2)C(=O)N1CC3	-2%	0%	-13%	-23%	-10%	-0.9%	i	9%	-5%
Cc1ccc(C(=O)C(C)Sc2nnc(N)s2)cc1 (configuration not stated)	14%	21%	26%	6%	0%	-0.5%	i	2%	4%
CCc1ccccc1NC(=O)CCC(=O)N1CCN(C(C)=O)CC1	3%	nt	nt	-11%	1%	-0.9%	i	nt	nt
CN(C(=O)c1cccc(NC(=O)Cc2ccc(NC(=O)C3CCN(S(=O)(=O)c4cccc([N+](=O)[O-])c4)CC3)cc2)c1)C1CCC1	17%	11%	-5%	4%	26%	0.9%	i	?	-7%

# An excerpt of these results, with two lines to a compound:
# Values in the order – EPAC2 antag | ATXN2 expr inh | Nrf2 inh | HepG2 tox | TGFb SMAD3 inh | Nrf2 ARE act | ATXN viability | MCF10A rerep | A549 viability
> CN(C)CC(C)(C)CNC(=O)C1CCN(CCCc2ccccc2)CC1
→ -3% | -25% | 2% | -15% | 6% | -0.9% | i | ? | ?
> Cc1ccc(N(Cc2ccc(C(=O)NCCSc3ccccn3)cc2)S(C)(=O)=O)cc1C
→ -6% | 6% | 2% | -24% | -18% | 2.8% | i | 3% | 4%

# (further entries)
structure	EPAC2 antag	ATXN2 expr inh	Nrf2 inh	HepG2 tox	TGFb SMAD3 inh	Nrf2 ARE act	ATXN viability	MCF10A rerep	A549 viability
CCOC(=O)CSc1cc(C)c(C#N)c2nc3ccccc3n12	-10%	-28%[11.3 µM]	-3%	0%	-15%	1.1%	i	-8%	-4%
COc1cc(C(=O)Nc2nncs2)cc(OC)c1OC	5%	5%	-2%	5%	22%	-0.1%	i	0%	-2%
O=c1[nH]cnc2c([N+](=O)[O-])cccc12	-4%	-9%	0%	-9%	0%	0.5%	i	-1%	-8%
Cc1cccc(-n2ncc3c(=O)[nH]c(SCC(=O)Nc4cc(C)on4)nc32)c1	6%	-9%	-7%	0%	-7%	0.0%	i	?	0%
CCc1ccc(CCC(=O)Nc2ccc(C)c(C)c2)o1	-12%	29%	4%	-9%	15%	5.0%	i	20%	14%
CCOC(=O)CN(C(=O)CSc1nnc(-c2ccncc2)n1CCCOC)c1ccccc1	-3%	-1%	6%	-29%	4%	-0.3%	i	4%	-1%
Cc1cc(F)ccc1S(=O)(=O)N1CCCOC1CNC(=O)C(=O)NCc1ccncc1 (configuration not stated)	8%	2%	-1%	-3%	-12%	0.1%	i	-9%	0%
CC(Oc1ccc(F)cc1)C(=O)Nc1cc(Cl)ccc1-n1cncn1 (configuration not stated)	3%	-1%	-3%	-29%	-9%	0.0%	i	0%	-3%
COc1ccc(CCNC(=O)c2cc(C3CC3)nc3c2cnn3C(C)C)cc1OC	-15%	nt	-15%	-59%	7%	0.0%	i	3%	8%
COc1cc(OC)c2c(C)cc(=O)oc2c1C(CCN1CCOCC1)c1ccc(N(C)C)cc1 (configuration not stated)	-10%	-25%	-10%	-29%	-5%	7.5%	?	10%	?
CCOC(=O)C1CCCN(S(=O)(=O)c2ccc(OC)cc2)C1 (configuration not stated)	3%	-3%	4%	2%	0%	-0.2%	i	-6%	-7%
COc1ccc(-c2csc3ncnc(N4CCN(c5cccc(C)c5C)CC4)c23)cc1	-1%	-18%	-1%	8%	2%	0.1%	i	19%	3%
COC(=O)CN1C(=O)C(C)(C)Oc2ccc(C(=O)NC3CC3)cc21	19%	2%	16%	2%	4%	-0.1%	i	-2%	-7%
COc1ccc(NC(=O)CNC(c2ccccc2)c2ccccc2)cc1	-4%	nt	5%	2%	-11%	-0.7%	i	0%	-10%
CC(C)(C)C(=O)Nc1ncc(C(F)(F)F)cc1Cl	4%	-32%	3%	-22%	9%	0.1%	?	-1%	-3%
CC(C)CC(=O)Nc1ccc(Cl)c(-c2nc3ccccc3[nH]2)c1	nt	-17%	-11%	-12%	1%	0.0%	?	nt	-5%
